# HIF act – HIF pathway transcriptional activation | U2OS HRE-luciferase reporter, luminescence; normalized: DMSO 0%, desferrioxamine 100% | activation, % at 7.5 µM (by protocol) | hit rate 0.32% among 300,000 | AID 1910;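 active = mean activation of at least 10% of the iron chelator positive control signal, with at least half of replicates also reaching 10%; inconclusive = mean and replicate majority disagree about reaching 10%; inactive = mean and most replicates under 10%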
# KLF5 inhibitor – inhibitors of KLF5 expression. hit rate 0.23% among 290,000. AID 1700. DLD-1 KLF5 promoter-luciferase reporter, luminescence. inhibition, % at 5 µM;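 active = inhibition above a per-plate limit of that plate's mean compound inhibition plus 3 SD, cut at about 60% in these data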;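 note: 0% = DMSO wells and 100% = LY294002 at 200 µM; higher means less KLF5 promoter-driven luciferase light; inactives centre near -14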
# AI-2 QS modul – modulates the Vibrio harveyi AI-2 quorum sensing system. activity change, % at 7.5 µM. Vibrio harveyi JMH597 AI-2 luminescence/OD600 ratio, 9 h; stronger effect = lower value; strain lacks LuxN and CqsS sensors; 0 = neutral-control median. AID 2094. hit rate 0.4% among 300,000; in the data active = activity change below about -75%, passing the limit was not always enough; inconclusive = no clear call, values can overlap the other calls;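 note: luminescence divided by OD600 gain over 9 h not by final OD600 alone; inactives centre near 13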
# HSP90 inh – HSP90 refolding inhibition in rabbit reticulocyte lysate. luciferase refolding luminescence, 3 h. inhibition, % at 5.6 µM. hit rate 0.91% among 290,000. AID 1789;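 active = inhibition above the screen-wide mean plus 3 SD, computed separately per campaign, cut at about 16% in these data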;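 note: 0% = DMSO wells and 100% = 60 µM geldanamycin wells; inhibitors lower the luminescence because luciferase stays unfolded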
# IEC-6 cytotox – IEC-6 cytotoxicity, counter-screen for KLF5 inhibitors | hit rate 0.78% among 290,000 | AID 1825 | luminescence viability | inhibition, % at 5 µM; in the data active = inhibition above about 22%;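 note: 0% = plate median of test compound wells and 100% = cytotoxic reference compound wells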
# GSK3B inh – blocks human GSK3beta kinase activity; P49841; GST-GSK3beta kinase, ADP-Glo luminescence, 60 min; stronger effect = lower value; activity score (negative = inhibition), % at 10 µM; hit rate 0.038% among 300,000; AID 2097;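 active = more than half of replicate wells score below -50%, meaning over 50% inhibition versus plate controls; inconclusive = some replicates but at most half score below -50%; inactive = no replicate scores below -50%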;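 note: 0% = median DMSO wells and -100% = median GW8510 positive control wells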
# Target sequence (P49841 whole entry, looked up): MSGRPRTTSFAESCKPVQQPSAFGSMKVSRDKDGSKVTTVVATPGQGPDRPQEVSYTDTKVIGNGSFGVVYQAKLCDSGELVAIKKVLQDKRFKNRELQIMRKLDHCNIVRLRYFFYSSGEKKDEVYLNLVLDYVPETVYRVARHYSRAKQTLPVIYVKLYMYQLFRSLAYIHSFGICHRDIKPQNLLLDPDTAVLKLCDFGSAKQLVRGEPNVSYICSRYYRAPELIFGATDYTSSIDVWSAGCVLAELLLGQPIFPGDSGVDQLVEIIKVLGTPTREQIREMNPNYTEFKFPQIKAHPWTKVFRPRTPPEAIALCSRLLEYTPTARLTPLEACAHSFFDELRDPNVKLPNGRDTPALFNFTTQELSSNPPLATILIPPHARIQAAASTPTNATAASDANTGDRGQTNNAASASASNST
#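 test system = GST-tagged human GSK3beta kinase, cell-free | reagent = 25 µM ATP with peptide substrate | dosing = one dose of 10 µM per compound | schedule = 60 min reaction, RT | detection = luminescent ADP-Glo measurement of ADP formed | control set = DMSO neutral wells and GW8510 at 20 µM as positive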
# aSyn UTR inh – 5' untranslated region of α-synuclein, MLPCN primary screen; alpha-synuclein 5'UTR reporter, inhibitor activity; inhibition, % (tested at 7.5 µM); hit rate 0.82% among 300,000; in the data active = inhibition above about 60%; inconclusive = no clear call, values can overlap the other calls;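 note: H4 neuroglioblastoma cells stably carrying SNCA 5'UTR luciferase fusion; 0% = DMSO wells and 100% = positive control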
# GSK3A inh – blocks human GSK-3 alpha kinase; P49840; ADP-Glo luminescence, 60 min; inhibition, % at 10 µM; hit rate 0.1% among 320,000;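 in the data active = inhibition above about 50%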;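 note: GST-tagged GSK-3 alpha with peptide substrate and 25 µM ATP; 0% = DMSO neutral wells and 100% = GW8510 positive control wells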
# Target sequence (P49840 whole entry, looked up): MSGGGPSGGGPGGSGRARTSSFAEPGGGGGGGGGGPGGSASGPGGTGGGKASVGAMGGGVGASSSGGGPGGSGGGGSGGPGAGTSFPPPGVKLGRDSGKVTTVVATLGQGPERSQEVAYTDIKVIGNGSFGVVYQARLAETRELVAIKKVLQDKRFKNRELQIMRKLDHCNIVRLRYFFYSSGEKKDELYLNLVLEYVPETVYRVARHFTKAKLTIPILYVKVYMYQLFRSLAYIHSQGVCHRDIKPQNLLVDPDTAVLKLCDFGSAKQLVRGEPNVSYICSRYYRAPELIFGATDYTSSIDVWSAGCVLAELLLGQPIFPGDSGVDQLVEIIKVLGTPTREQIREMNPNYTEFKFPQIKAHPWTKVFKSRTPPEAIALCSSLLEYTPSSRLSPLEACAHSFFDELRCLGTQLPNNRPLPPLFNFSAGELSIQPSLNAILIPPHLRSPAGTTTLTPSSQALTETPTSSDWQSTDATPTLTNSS
# HSF1 inhib – HSF1 inhibition; NIH3T3-HGL HSE-luciferase, MG132-induced, luminescence 8 h; stronger effect = lower value; activity change, negative = inhibition, % at 7.5 µM (by protocol); hit rate 0.77% among 300,000;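 active = more than half of replicate wells show activity change below -50%, luminescence cut by over half; inconclusive = some wells, but at most half, below -50%; inactive = no replicate well below -50%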;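 note: luciferase reports HSF-1 transcriptional activity via heat shock element; 0% = median of DMSO wells and -100% = zero luminescence signal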
# HSF-1 act – increases HSF-1 driven luciferase reporter signal; activation, % at 9 µM; NIH3T3-HGL HSF-1 luciferase reporter, MG132, 8 h; 100% = twice DMSO control signal; AID 504408; hit rate 1.7% among 300,000;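 active = mean replicate activation of at least 50% with a set share of replicates each reaching 50%; inconclusive = only one of those two conditions met; inactive = mean below 50% and too few replicates reaching it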;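 note: 0% = median of the neutral control wells and 100% = twice that signal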
# * marks the source's active call; other numbers are inactive results; ? = inconclusive; / = not tested or not shown.
# Abbreviations: A = HIF act; B = KLF5 inhibitor; C = AI-2 QS modul; D = HSP90 inh; E = IEC-6 cytotox; F = GSK3B inh; G = aSyn UTR inh; H = GSK3A inh; I = HSF1 inhib; J = HSF-1 act
[1] COc1ccc(OCc2nc(N)nc(Nc3ccccc3OC)n2)cc1
  A = 0.1	B = -28	C = 10	D = -1	E = -5	F = -1	G = -5	H = -1	I = 5	J = 17
[2] COc1ccc(NC(=S)NCc2ccco2)cc1
  A = -0.3	B = -17	C = 12	D = -1	E = 0	F = 0	G = -7	H = 0	I = 19	J = 30
[3] COc1ccc(NC(=O)CCS(=O)(=O)c2ccc3c(c2)NC(=O)C(C)S3)cc1OC (centres undefined)
  A = 0.4	B = -39	C = /	D = -4	E = -2	F = 1	G = 0	H = -3	I = -2	J = -8
[4] Oc1ccccc1C1CCCCC1c1ccccc1 (centres undefined)
  A = -2.9	B = -21	C = 24	D = -2	E = -6	F = 4	G = -10	H = -2	I = 3	J = 11
[5] COc1ccc(S(=O)(=O)CCC(=O)NCCc2ccc(S(N)(=O)=O)cc2)cc1
  A = /	B = -19	C = /	D = 1	E = 4	F = /	G = /	H = -2	I = /	J = /
[6] CCN(Cc1ccccc1)C(=O)c1ccc(SC)cc1OC
  A = -2.1	B = 2	C = -3	D = -2	E = -4	F = 0	G = 4	H = 0	I = -13	J = 0
[7] O=C(CSCc1ccc([N+](=O)[O-])cc1)Nc1cccc(C(=O)Nc2ccccc2C(=O)O)c1
  A = -0.4	B = -45	C = 19	D = -2	E = -8	F = 8	G = -6	H = -1	I = -4	J = -23
[8] CN(C(=O)COC(=O)c1cc2c(s1)CCCCC2)c1ccccc1
  A = -1.3	B = /	C = 5	D = /	E = /	F = -1	G = 3	H = -1	I = 3	J = -17
[9] COc1ccc(-c2[nH]ncc2CN2CCC(C(=O)c3ccc(F)cc3)CC2)cc1
  A = -0.1	B = -16	C = 15	D = 1	E = 2	F = 1	G = 15	H = 0	I = -5	J = 21
[10] CCOc1ncccc1C(=O)Nc1ccccc1F
  A = 0.1	B = 9	C = 34	D = 1	E = -4	F = -1	G = 26	H = 2	I = -1	J = -9
[11] COc1ccc(-c2nc3ccc(C)cn3c2NCc2ccc3c(c2)OCO3)cc1
  A = 1.2	B = -44	C = 20	D = 1	E = 2	F = -3	G = -119	H = 0	I = 14	J = 60*
[12] CCOc1cccc2cc(C(=O)NCc3ccc(OC)cc3)c(=N)oc12
  A = -0.5	B = -20	C = 23	D = 2	E = -6	F = 4	G = -9	H = -2	I = -5	J = -2
[13] CCc1nc2ccccc2n1Cc1ccccc1OC
  A = 0.3	B = -27	C = 2	D = 4	E = 0	F = 1	G = -4	H = -1	I = -8	J = -6
[14] O=C(OCc1cncs1)c1ccccc1Cl
  A = -0.3	B = 8	C = -3	D = -4	E = 6	F = -10	G = 8	H = -3	I = 7	J = 10
[15] CCOc1cc(N2CCOCC2)c(OCC)cc1NC(=O)C(NC(=O)c1ccco1)C(C)C (centres undefined)
  A = -0.7	B = -15	C = 21	D = -3	E = -9	F = 4	G = -2	H = -2	I = -1	J = -2
[16] CCn1nc(C)c(CN2CCc3c([nH]c4ccccc34)C2C(C)(C)C)c1C (centres undefined)
  A = 0.1	B = -21	C = -2	D = 2	E = -2	F = -4	G = 3	H = -1	I = -4	J = 0
[17] COc1ccc(/C(C)=N/NC(=O)CNC(=O)c2cccs2)cc1OC
  A = 0.5	B = 4	C = 3	D = 3	E = -7	F = 3	G = 4	H = 5	I = -8	J = -13
[18] CCOc1ccc(C2C(C(=O)c3ccc(C)o3)=C(O)C(=O)N2c2nc(C)c(C(=O)OC)s2)cc1 (centres undefined)
  A = 3.4	B = -16	C = 24	D = -4	E = -6	F = 3	G = -92	H = -1	I = 18	J = 38
[19] C=CCNc1nc(C)c(CNc2c(C)cc(C)cc2C)nc1C#N
  A = -0.5	B = 0	C = -4	D = 0	E = 1	F = 2	G = 5	H = 0	I = -2	J = -16
[20] CNS(=O)(=O)c1ccc(NC(=O)c2cncc(Br)c2)cc1
  A = 0.1	B = -4	C = 24	D = 3	E = 9	F = 1	G = -17	H = 0	I = -2	J = -2
[21] Nc1cccc(S(=O)(=O)Nc2ccccc2)c1
  A = -1.4	B = -35	C = 33	D = 0	E = -1	F = 3	G = 10	H = -2	I = 4	J = 32
[22] Cc1ccc2oc(-c3ccc(NC(=O)c4ccc5c(c4)OCO5)cc3)nc2c1
  A = 0.2	B = -36	C = 11	D = 4	E = 4	F = -2	G = -105	H = -2	I = 6	J = 10
[23] COc1ccc(-n2c(CNC(=O)c3cc(OC)c(OC)c(OC)c3)n[nH]c2=S)cc1
  A = -0.1	B = -19	C = 14	D = -3	E = 2	F = -5	G = 4	H = -2	I = -2	J = -7
[24] Cc1ccc2cccc(OCCCOc3ccccc3CO)c2n1
  A = 0.9	B = -7	C = -3	D = 7	E = 3	F = -5	G = -3	H = 0	I = 9	J = 11
[25] CCNC(=S)NNC(=O)c1csc2ccccc12
  A = 0.7	B = -21	C = 15	D = 0	E = 2	F = 1	G = 3	H = -3	I = 5	J = 10
[26] COC(=O)Cn1ncc(N(C)Cc2ccccc2)c(Cl)c1=O
  A = 2.5	B = -66	C = 11	D = -2	E = 6	F = 0	G = -51	H = 4	I = 8	J = 18
[27] COC(=O)c1c(NC(=O)C2C3CCC(O3)C2C(=O)O)sc2c1CCCCCC2 (centres undefined)
  A = -0.1	B = -29	C = 10	D = 1	E = -11	F = 3	G = 10	H = -8	I = -9	J = 10
[28] C=CC(=O)N=c1sc2ccccc2n1-c1ccccc1
  A = 0.0	B = -14	C = 25	D = -5	E = 13	F = 2	G = 70*	H = 1	I = 21	J = 44
[29] CC(c1n[nH]c(=S)n1-c1ccccc1)N1CCCCC1 (centres undefined)
  A = 0.1	B = -23	C = 6	D = 1	E = -1	F = -2	G = 5	H = -3	I = 3	J = -4
[30] COc1cc(C(N)=O)cc(Cl)c1OC
  A = 0.0	B = -23	C = 13	D = 2	E = 2	F = 0	G = 18	H = 1	I = -12	J = -4

# Entries of single compounds, looked up by structure:
# O=C(CSCc1ccc([N+](=O)[O-])cc1)Nc1cccc(C(=O)Nc2ccccc2C(=O)O)c1 is listed with HIF act: -0.4; KLF5 inhibitor: -45; AI-2 QS modul: 19; HSP90 inh: -2; IEC-6 cytotox: -8; GSK3B inh: 8; aSyn UTR inh: -6; GSK3A inh: -1; HSF1 inhib: -4; HSF-1 act: -23
# COC(=O)c1c(NC(=O)C2C3CCC(O3)C2C(=O)O)sc2c1CCCCCC2 (centres undefined) is listed with HIF act: -0.1; KLF5 inhibitor: -29; AI-2 QS modul: 10; HSP90 inh: 1; IEC-6 cytotox: -11; GSK3B inh: 3; aSyn UTR inh: 10; GSK3A inh: -8; HSF1 inhib: -9; HSF-1 act: 10

# Next part:
# Abbreviations: A = HIF act; B = KLF5 inhibitor; C = AI-2 QS modul; D = HSP90 inh; E = IEC-6 cytotox; F = GSK3B inh; G = aSyn UTR inh; H = GSK3A inh; I = HSF1 inhib; J = HSF-1 act
[31] N#Cc1nc(-c2cccs2)oc1N1CCN(c2ccccc2)CC1
  A = -0.4	B = -2	C = 17	D = 2	E = -1	F = 2	G = 15	H = 1	I = -2	J = -4
[32] Cc1ccc(S(=O)(=O)Nc2ccccc2N2CCOCC2)cc1
  A = 1.3	B = -18	C = 13	D = -1	E = 5	F = 3	G = -5	H = 0	I = -3	J = -16
[33] COCCn1c(SCC(=O)Nc2cccc(S(N)(=O)=O)c2)nc2cc(Cl)ccc2c1=O
  A = 0.0	B = 11	C = 31	D = 1	E = 6	F = 1	G = 13	H = 2	I = 4	J = 5
[34] Cc1ccc(Nc2nnc(SCC(=O)c3ccc(Br)s3)s2)c(C)c1
  A = 0.2	B = -9	C = 15	D = -4	E = -11	F = 0	G = -21	H = 0	I = 2	J = 8
[35] Cc1ccc(S(=O)(=O)Nc2cccc3c2CCCC3)cc1
  A = -0.5	B = 0	C = -3	D = 3	E = 0	F = -2	G = 4	H = -1	I = -4	J = 11
[36] COc1ccccc1/C=N/NC(=O)c1sc(C)nc1C
  A = 0.0	B = -1	C = 18	D = 3	E = 1	F = -1	G = -22	H = -1	I = 1	J = 11
[37] COc1ccc(CNC(=O)C2CCN(c3nc(-c4ccccc4)nc4c3CCC4)CC2)cc1
  A = 0.0	B = 1	C = 0	D = 3	E = -1	F = 3	G = 11	H = 2	I = -4	J = -5
[38] CCOc1ccccc1NC(=O)C1C2C=CC(C2)C1C(=O)O (centres undefined)
  A = 0.0	B = -40	C = 30	D = -2	E = -7	F = 3	G = -41	H = 0	I = -2	J = 0
[39] CCS(=O)(=O)N1CCC(C(=O)NCCc2ccc(OC)c(OC)c2)CC1
  A = -0.2	B = -4	C = 3	D = 3	E = 3	F = -2	G = 3	H = 3	I = -12	J = 0
[40] Cc1ccc(-n2nnnc2SCC(=O)NC(=O)Nc2ccc3c(c2)OCCO3)cc1
  A = 0.8	B = -103	C = -2	D = 0	E = -7	F = 4	G = -160	H = -2	I = 3	J = 24
[41] CCOc1cc(/C=C2\C(=O)N(c3ccc(C(N)=O)cc3)N=C2C)ccc1OC(=O)c1cccs1
  A = -0.4	B = -16	C = -9	D = 7	E = 3	F = 4	G = 2	H = /	I = 0	J = 19
[42] CCc1nnc(NC(=O)C2CCCN(c3nc(C)cc(C)n3)C2)s1 (centres undefined)
  A = 0.5	B = -5	C = 24	D = 0	E = -2	F = -2	G = 20	H = 2	I = 0	J = -16
[43] Cc1nc2ccc(C(=O)N3CCN(c4ccccc4)CC3)cc2s1
  A = 1.3	B = 5	C = 25	D = 2	E = -2	F = -5	G = -15	H = -1	I = ?	J = -36
[44] Cn1cc(C(=O)NC2CCCCC2)c(=O)c2cc(S(=O)(=O)N3CCCC3)ccc21
  A = 0.1	B = -12	C = 45	D = 5	E = -4	F = -2	G = 24	H = 0	I = 8	J = 4
[45] CO/N=C/CC(=O)c1cnc(-c2ccc(Cl)cc2)s1
  A = 0.1	B = -14	C = 18	D = 0	E = -4	F = 0	G = -79	H = -1	I = 11	J = 3
[46] Cc1cc(F)ccc1S(=O)(=O)N1CCCOC1CNC(=O)C(=O)NCC(C)C (centres undefined)
  A = -0.3	B = -35	C = 8	D = -6	E = -9	F = 1	G = -5	H = 1	I = -2	J = -8
[47] Cc1ccn2c(=O)nc(SCC(=O)NCc3ccc4c(c3)OCO4)nc2c1
  A = 0.1	B = /	C = 2	D = /	E = /	F = 2	G = -7	H = 2	I = -2	J = -10

# Structures above shown as hits in aSyn UTR inh:
entry	Structure	KLF5 inhibitor	AI-2 QS modul	HSP90 inh	GSK3B inh	aSyn UTR inh	GSK3A inh	HSF1 inhib	HSF-1 act
28	C=CC(=O)N=c1sc2ccccc2n1-c1ccccc1	-14	25	-5	2	70*	1	21	44

# Source: PubChem (several laboratories)
